ELG1 repair inh = inhibitors of ELG1-dependent DNA repair in HEK293T cells. Potency, µM (titrated, usually from 46.1 µM), without a hit: at the top dose activity change, negative = inhibition, most hits filed as inhibitors. 330,000 compounds, 2.3% hits. HEK293T ELG1-luciferase reporter, luminescence, 16 h; DNA damage induced by 5-fluorouridine. AID 504467; note: potency is the fitted concentration of half-maximal effect; % is set by controls: 0 for no effect and ±100 for the full control effect; nearly all actives have a fitted effect of over 55% in size
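DMSO vehicle served as the neutral condition. Each well held 2,000 cells given 5-fluorouridine plus compound; after 16 hr at 37 °C/5% CO2, ONE-Glo was added and luciferase measured 30 min later.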
TCR activator = activators of T cell receptors; AID 504894; Potency, µM (highest dose often 9.22 µM), inactives show top-dose activation of IL-2 secretion, usual class: activators; 330,000 tested, under 10 active; primary human leukocytes, anti-CD3, IL-2 HTRF, 48 h; note: % of control where 0% means no effect
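Human primary leukocytes + a-CD3 beads + cpd, 48 hr; IL-2 in supernatant by HTRF (ex 320nm / em 665nm). No co-stimulatory signal supplied.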
B2AR arrestin = beta2AR (human) beta-arrestin recruitment activity. P07550. beta-arrestin recruitment to beta2AR, cell-based reporter. Potency, µM (series often up to 46.1 µM), for inactives: top-dose activation, most hits filed as activators. 330,000 compounds, 0.02% hits. AID 492947;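 note: potency is the fitted concentration of half-maximal effect; 0% = DMSO controls and full agonism = EC100 isoproterenol or metaproterenol; nearly all actives have a fitted effect of over 65% in size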
PTAP TSG101 blk = blocks PTAP/TSG101 interaction to inhibit HIV-1 budding; Q99816; Fluorescence polarization, FITC-PTAP peptide / Tsg101 binding; Potency, µM (doses to about 115 µM), for the others: at the highest dose activity change, negative = inhibition, actives largely listed as inhibitors; 340,000 tested, under 10 active; AID 493005; active = well fitted inhibition curve with a large enough effect in the main read-out, with a control signal flat, not every such curve was filed as active; inconclusive = small, poorly fitted or top-dose-only effect, or effect the other way, or a change in a side signal; inactive = no such curve, though single readings can be large or run the other way; note: potency is the fitted concentration of half-maximal effect; % of control where 0% means no effect
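Compounds were pin-transferred onto Tsg101 binding domain (10 uM final) in HEPES pH 7.5 buffer, then FITC-PTAP peptide was added at 50 nM final. After 20 min at RT, polarization reported peptide displacement across a qHTS concentration series.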
a7 integrin act = activators of alpha7 integrin expression for muscular dystrophy. alpha7betagal myoblasts, beta-gal FDG fluorescence, 48 h. Potency, µM (doses to about 38.3 µM), for inactives: at the highest dose activation, usual class: activators. 350,000 compounds, 0.064% hits;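 note: potency is the fitted concentration of half-maximal effect; 100% = response of the positive control SU9516; nearly all actives have a fitted effect of over 60% in size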
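Alpha7betagal+/- myoblasts (passage 13) were plated 16-24 hr, then exposed to compounds (1:260 dilution of DMSO stock) for 48 hours at 37C. After MPER lysis, β-galactosidase reporter activity was read as FDG fluorescence (ex 480/em 540) after 30 minutes.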
BRCA1 expr up = BRCA1 expression activation. MCF7-BRCA1-FFLuc reporter, luminescence, 48 h; response scale: scaled: vehicle 0%, 10 µM genistein 100%. Potency, µM (doses to about 46.1 µM), without a hit: at the highest dose activation, hits mostly activators. 380,000 compounds, 1.1% hits; note: potency is the fitted concentration of half-maximal effect; nearly all actives have a fitted effect of over 80% in size; some results filed as inactive show a strong effect at the top dose
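Using MCF7 cells harboring a BRCA1 firefly luciferase reporter, plated 2 h before compound pinning, the screen measured luminescence after 48 h incubation. Responses were normalized to DMSO and 10 microM genistein, then fitted for concentration-effect.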
MLL CXXC-DNA inh = inhibitors of human MLL CXXC domain-DNA interaction; Q03164; MLL-CXXC / FITC-HOXA9 DNA fluorescence polarization; Potency, µM (top dose mostly 115 µM), for the others: at the highest dose activity change, negative = inhibition, most hits filed as inhibitors; 290,000 compounds, 0.037% hits; AID 2662; active = well fitted inhibition curve with a large enough effect in the polarisation, with a control signal flat, not every such curve was filed as active; inconclusive = small, poorly fitted or top-dose-only effect, or effect the other way, or a change in a side signal; inactive = no such curve, though single readings can be large or run the other way; the % refers to the polarisation; note: potency is the fitted concentration of half-maximal effect
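Steps: dispense CXXC domain solution (7 uM) → pin compounds or unlabeled HOX-A9 DNA control → 5 min ambient → add FLSN-HOX-A9 solution (50 nM) → spin → 30 min ambient → fluorescence polarization. Tris pH 7.5/NaCl/DTT/BSA buffer.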
p53 reactivator = mutant p53 re-activation in reporter cells | 320,000 compounds, 0.063% hits | H1299 p53-A138V BP100-luciferase reporter, luminescence, 24 h | Potency, µM (titrated, usually from 92.2 µM), without a hit: top-dose activity change, positive = activation, hits mostly activators; note: potency is the fitted concentration of half-maximal effect; % of control where 0% means no effect; nearly all actives have a fitted effect of over 45% in size
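p53-null H1299 cells stably carrying temperature-sensitive p53-A138V and a BP100-luciferase reporter were pinned with compounds (4-point, 1:5 series) and held 24 hrs at 37 deg C. Luminescence was read 10 min after detection reagent.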
TRPV1 ag = activates the human vanilloid receptor TRPV1; Q8NER1; TRPV1-expressing cells, Fluo-8 calcium influx, agonist mode; activation, % at 8.33 µM; 320,000 compounds, 0.19% hits; AID 540275; in the data active = activation above about 80%; inconclusive = between about 30% and that limit; note: 0% is about no effect
Target sequence (Q8NER1 whole entry, looked up): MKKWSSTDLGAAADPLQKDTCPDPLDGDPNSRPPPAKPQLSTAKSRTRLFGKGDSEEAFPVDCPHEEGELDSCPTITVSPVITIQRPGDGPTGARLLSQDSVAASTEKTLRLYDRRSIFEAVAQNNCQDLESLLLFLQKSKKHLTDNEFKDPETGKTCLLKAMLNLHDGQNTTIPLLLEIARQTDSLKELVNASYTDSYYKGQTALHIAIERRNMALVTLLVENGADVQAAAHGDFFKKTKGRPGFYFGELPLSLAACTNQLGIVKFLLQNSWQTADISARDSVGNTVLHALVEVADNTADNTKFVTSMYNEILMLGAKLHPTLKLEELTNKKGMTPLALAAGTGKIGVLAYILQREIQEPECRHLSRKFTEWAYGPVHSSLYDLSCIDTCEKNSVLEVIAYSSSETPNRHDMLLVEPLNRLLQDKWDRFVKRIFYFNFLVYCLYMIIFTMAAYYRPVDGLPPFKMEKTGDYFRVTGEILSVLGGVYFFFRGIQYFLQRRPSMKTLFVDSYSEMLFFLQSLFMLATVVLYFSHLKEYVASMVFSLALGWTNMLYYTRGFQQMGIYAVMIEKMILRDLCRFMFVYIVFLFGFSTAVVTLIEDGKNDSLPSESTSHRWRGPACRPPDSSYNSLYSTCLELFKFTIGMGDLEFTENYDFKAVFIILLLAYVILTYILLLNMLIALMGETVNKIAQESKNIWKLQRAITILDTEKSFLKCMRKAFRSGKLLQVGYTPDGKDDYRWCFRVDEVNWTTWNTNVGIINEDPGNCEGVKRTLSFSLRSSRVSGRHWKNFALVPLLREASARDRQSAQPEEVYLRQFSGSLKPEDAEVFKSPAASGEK
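Cells expressing TRPV1 were dye-loaded with Fluo-8 and read kinetically: 10 s baseline, 3 min after compound (agonist portion), then 2 min after EC20 capsaicin (allosteric enhancer portion). Calcium-bound dye fluorescence at 480/520 nm.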
A-T KAP1 phos = candidate therapy for ataxia-telangiectasia; 320,000 compounds, 0.19% hits; […] A-T fibroblasts, KAP-1 phosphorylation AlphaLISA; neocarzinostatin DNA damage 30 min before lysis; AID 485349; Potency, µM (highest dose often 57.5 µM), for inactives: top-dose activation, actives largely listed as activators; note: potency is the fitted concentration of half-maximal effect; % of control where 0% means no effect; nearly all actives have a fitted effect of over 45% in size
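hTERT-immortalized A-T patient fibroblasts ([…]), 500 cells/well in OPTI-MEM, 1% FBS, got compounds for 60 min, then NCS for 30 min at 37C. Lysates were then assayed for phospho-KAP-1 by AlphaLISA (anti-pKAP1 donor, anti-KAP1 acceptor beads), 6 hr at 25C.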
* = called active by the depositor; u = inconclusive; x = not tested or not shown; [ ] = another dose, or the depositor's remark. Unless noted, calls come from the whole dose curve; as a rule, active = well fitted curve in the direction sought with a large enough effect; inconclusive = small, poorly fitted or top-dose-only effect, or another doubt; inactive = no such curve, though single readings can be large; an effect the other way counts as inactive or inconclusive.

No. | SMILES | ELG1 repair inh | TCR activator | B2AR arrestin | PTAP TSG101 blk | a7 integrin act | BRCA1 expr up | MLL CXXC-DNA inh | p53 reactivator | TRPV1 ag | A-T KAP1 phos
1 | CC(=O)Nc1ccc(NC(=O)C(C)OC(=O)CCN=C2NS(=O)(=O)c3ccccc32)cc1 (configuration not stated) | -1% | 5% | -0.7% | -6% | 0% | -3% | -1% | -2% | -1 | 4%
2 | O=C(Cc1ccc(S(=O)(=O)N2CCOCC2)s1)NCC1CCCCC1 | 2% | 3% | 0.4% | -2% | 18% | -5% | 3% | -2% | 4 | x
3 | CN(C(=O)c1ccc(-c2nn(C)c(=O)c3ccccc23)cc1)c1ccccc1 | u | -1% | -0.7% | -4% | -56%[inhibitor] | 1%[1.84 µM] | -6% | -6% | 8 | x
4 | Cc1c(/C=C(\C#N)C(=O)NCc2ccccc2)cc(C#N)n1C | 22% | 0% | -0.2% | -4% | 1% | -20% | 5% | -2% | -2 | 14%
5 | c1cn2c(NC3CCCCC3)c(-c3ccc(SC4CCCCC4)cc3)nc2cn1 | u | -7% | 0.1% | 3% | 12% | -3% | x | 6% | 8 | 18%
6 | CCOc1ccc(NC(=O)C/C(C)=N/NC(=O)Cc2cccs2)cc1 | 20% | -1% | 0.0% | -6% | 39% | 6% | 12% | 1% | 1 | 7%
7 | O=C(COc1ccccc1F)Nc1nnc(-c2ccncc2)s1 | 1% | -2% | 5.2% | 1% | 21% | 3% | -6% | 1% | -5 | 3%
8 | Cc1ccccc1OCCC(=O)OCC(=O)NC(C)c1ccccc1 (configuration not stated) | -12% | x | -0.1% | -7% | -21% | 0% | 19% | 0% | 19 | 2%
9 | CC(CN1CCC(n2nccc2NC(=O)c2ccccc2Cl)CC1)c1ccccc1 (configuration not stated) | -3% | -3% | 7.6% | -6% | 0% | -12% | 1% | 6% | 1 | 5%
10 | CCOC(=O)/C(=C/C=C/c1ccccc1)NC(=O)c1ccccc1 | -13% | 2%[46.1 µM] | -1.0% | 3% | -15% | -39% | -6% | -2% | u | 2%
11 | Cc1cc(C)cc(N2C(N)=NC(N)=NC2c2cccc(Cl)c2)c1 (configuration not stated) | u | -1% | 0.0% | -1% | -15% | -54% | 13% | 4% | 4 | 32%
12 | O=C(c1ccc(Cl)c(S(=O)(=O)N2CCOCC2)c1)N1CCN(Cc2ccccc2)CC1 | -7% | 7%[46.1 µM] | -0.5% | 1% | -25% | -24% | -1% | 22% | 0 | 0%

Screen by screen, as entered above:
Entries 1 to 7 in MLL CXXC-DNA inh: -1%, 3%, -6%, 5%, x, 12%, -6%
Entries 1 to 7 in ELG1 repair inh: -1%, 2%, u, 22%, u, 20%, 1%
Entries 1 to 7 in p53 reactivator: -2%, -2%, -6%, -2%, 6%, 1%, 1%

The list continues:
No. | SMILES | ELG1 repair inh | TCR activator | B2AR arrestin | PTAP TSG101 blk | a7 integrin act | BRCA1 expr up | MLL CXXC-DNA inh | p53 reactivator | TRPV1 ag | A-T KAP1 phos
13 | O=C(N/N=C/c1cccc(OCc2ccccc2)c1)c1cccs1 | u | 3% | -0.4% | -4% | -8% | -3%[1.84 µM] | 14% | 1% | -2 | 3%
14 | C/C(N)=C(/C#N)C(=O)COC(=O)c1ccncc1 | 6% | x | 0.5% | -9% | 16% | 20% | 9% | 5% | -2 | -3%
15 | Cc1nnc(NC(=O)C(C)Sc2nnc(CCNC(=O)c3ccccc3F)n2C)s1 (configuration not stated) | 0% | -1% | -0.3% | 0% | 8% | -3% | -7% | 4% | -2 | -1%
16 | CCNc1nc(N)nc(Oc2ccc(OCc3ccccc3)nn2)n1 | 28% | -1% | -3.6% | -2% | 12% | 13% | -2% | -2% | 1 | 4%
17 | COCCN1CN=C(Nc2nc3ccccc3s2)NC1 | u | 2% | 0.1% | 0% | 9% | -3% | 6% | 16% | 1 | 2%
18 | CC(=O)c1ccccn1 | -4% | 4% | -0.2% | 0% | 4% | 22% | x | 2% | 2 | 15%
19 | CCN(c1ccccc1)S(=O)(=O)c1ccc(OC)c(NC(=O)Cc2ccccc2OC)c1 | -24% | 2% | -0.3% | -2% | 0% | -28% | x | -3% | 2 | 5%
20 | COc1ccc(NC(=O)N2CCCc3cc(C)ccc32)c(OC)c1 | -3% | -7% | -0.6% | 2% | -47%[inhibitor] | -2% | 3% | -10% | 10 | -3%
21 | O=C(NCC(=O)N1CCN(c2ccccc2F)CC1)c1ccco1 | 22% | 1% | 0.1% | 0% | 9% | 28% | -1% | 26% | 0 | -8%
22 | CCCC1=Nc2cc(C(=O)NCCN3CCOCC3)ccc2Sc2ccccc21 | 5% | 6% | 0.3% | -4% | -24% | -5% | -2% | 2% | u | -5%
23 | COc1ccccc1N1CCN(C(=O)CCCn2c(=O)[nH]c3ccsc3c2=O)CC1 | -17% | -3% | -0.2% | -2% | 9% | 0% | 2% | 1% | -5 | 8%
24 | Cc1[nH]c2ccccc2c1/C=N/Nc1ccc([N+](=O)[O-])cc1S(=O)(=O)Nc1ccc(Cl)cc1 | u | -3% | -0.4% | 13% | 29% | 11% | 0% | 2% | x | 3%
25 | Cc1cc(C)c(S(=O)(=O)Nc2cccc(-n3cnnn3)c2)c(C)c1 | -1% | 1% | 0.3% | 1% | 27% | -3% | 4% | -5% | 3 | -4%
26 | CC(C)(C)C1CC=C2C(C#N)=C(N)C(C#N)(C#N)C(c3cccs3)C2C1 (configuration not stated) | -1% | x | -0.2% | x | x | x | 20% | -7% | 17 | x
27 | CC(=O)Nc1cccc(NC(=O)C(=O)NCC(c2ccco2)N2CCc3ccccc3C2)c1 (configuration not stated) | -8% | 2% | -0.5% | -2% | -17% | -21% | x | -8% | 1 | 0%
28 | O=C(/C=C/c1ccccc1)NCC(=O)N/N=C/c1cccs1 | -4% | 0% | -0.3% | -3% | -1% | -45% | -1% | 3% | 22 | 1%
29 | CN1CCN(C(=O)C2=C[C@H](c3ccc4c(c3)OCO4)C[C@H](OCc3ccc(CO)cc3)O2)CC1 | 5% | 6% | -0.1% | -2% | -5% | 0% | u | 0% | 2 | 11%
30 | COc1ccc(-n2c(-c3ccccc3)cc3c2CCCC3=O)cc1 | 4% | 4% | 1.7% | -2% | 19% | -64% | 23% | -61%[inhibitor] | 0 | x
31 | NS(=O)(=O)c1ccc(-n2nncc2-c2ccco2)cc1 | 6% | -3% | -0.2% | -1% | 20% | 4% | 4% | 2% | -3 | 5%
32 | Cc1cccc(N(Cc2ccccc2)C(=O)c2cc(S(=O)(=O)N3CCOCC3)ccc2Cl)c1 | u | 2% | 0.0% | -2% | 19% | -39% | x | -11% | u | 4%
33 | C#CCNC(=O)C1=C[C@H](C(C)(C)C)C[C@H](OCCCCO)O1 | x | -4% | x | -1% | 4% | 7% | x | x | x | x
34 | CCOc1ccccc1N(CC(=O)Nc1cccnc1)S(=O)(=O)c1ccc(C)cc1 | -12% | 2% | -0.6% | 0% | -6% | -14% | 3% | 21% | u | 1%
35 | CN1/C(=C/C(=O)C2CCC2)Sc2ccccc21 | u | x | -0.3% | -12% | -1% | 47% | -8% | u | 17 | -2%
36 | CN(C)CCNC(=O)Cn1c(=O)c2cccn2c2ccc(F)cc21 | 25% | 3% | -0.1% | -2% | -34% | 33% | 4% | 2% | 0 | 3%
37 | CC1CN(C(=O)c2ccc(S(=O)(=O)Nc3ccccc3Cl)cc2)CC(C)O1 (configuration not stated) | 0% | -1% | 0.5% | -1% | 24% | -28% | -24% | -1% | 1 | -2%
38 | CCOCCCNC(=S)N1CCN(Cc2ccco2)CC1 | -20% | -1% | 0.0% | -5% | -24% | 11% | 8% | -1% | -6 | 1%
39 | CCCCOC(=O)C1CN(c2ccccc2)N=C1C(=O)OCC (configuration not stated) | 3% | 3%[46.1 µM] | -0.5% | -2% | 8% | -31% | 3% | -7% | -4 | u
40 | CCOC(=O)c1nnn(-c2nc(OC)nc(N(C)C)n2)c1-c1ccccc1 | u | 3% | 0.1% | -7% | -10% | -18% | 3% | -17% | -1 | 3%
41 | NC(=O)c1ccc(-c2ccccc2F)cc1 | u | 4% | 0.1% | 0% | 15% | 41% | 9% | 7% | 11 | 11%
42 | O=C(COC(=O)/C=C/c1cccc([N+](=O)[O-])c1)NCCCN1CCCC1=O | 3% | 0% | 0.0% | -3% | u | -3% | -10% | 5% | 1 | 0%
43 | Clc1ccc(-c2cc(COc3ccc4ccccc4c3)no2)cc1 | -10% | -1% | 0.0% | 1% | -18% | -8% | 4% | -2% | -3 | -7%
44 | CCOc1ccccc1N1CCN(C(=O)c2ccc3c(c2)OCO3)CC1 | -11% | -7% | -0.2% | -1% | 14% | -39% | -6% | -17% | 16 | 8%

High-throughput results (PubChem)

Compounds were not picked by outcome. Share with any hit: about 3.8%.
